HT1080 IDH1KD tx: HT-1080 IDH1 knockdown cell toxicity (counter line) | Potency, µM (series often up to 46.1 µM), for inactives: top-dose activity, negative = toxicity, most hits filed as cytotoxic | HT-1080 IDH1 knockdown viability, ATP luminescence, 48 h | AID 686971 | 360,000 tested, 2% active;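 note: potency is the fitted concentration of half-maximal effect; 0% = DMSO wells and -100% = cell-free medium wells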
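% activity derives from luminescence (CellTiter-Glo), normalised to DMSO and no-cell wells. HT-1080-IDH1KD cells, 750/well, had 48 h compound exposure at 37 °C.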
KB-V1 MDR tox: KB-V1 MDR subline cytotoxicity; KB-V1 MDR cells viability, CellTiter-Glo, 72 h; Potency, µM (series often up to 46.1 µM), for the others: at the highest dose activity change, negative = cytotoxicity, most hits filed as cytotoxic; 400,000 tested, 3.4% active; note: potency is the fitted concentration of half-maximal effect; % is set by controls: 0 for no effect and ±100 for the full control effect; nearly all actives have a fitted effect of over 60% in size
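KB-V1 cells (P-gp-expressing MDR subline of KB-3-1) in phenol-red-free DMEM with 10% FBS were exposed to library compounds over a concentration series for 72 h at 37 degrees C. Viability read by CellTiter-Glo luminescence; concentration-effect curves fitted after normalization.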
HT1080NT lethal: kills 2HG-producing HT-1080-NT fibrosarcoma cells; HT-1080-NT fibrosarcoma viability, CellTiter-Glo ATP luminescence, 48 h; Potency, µM (top dose mostly 46.1 µM), for inactives: top-dose activity, negative = less viability, hits mostly cytotoxic; 360,000 tested, 1.6% active; AID 686970;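 note: NT is the 2HG producing partner of a matched IDH1 knockdown line; potency is the fitted concentration of half-maximal effect; 0% = DMSO-treated cells and -100% = media-only wells without cells; nearly all actives have a fitted effect of over 55% in size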
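Viability by CellTiter-Glo luminescence after 48 h compound exposure at 37C of HT-1080-NT cells (750/well, RPMI, 5% FBS). % activity scaled between DMSO wells and medium-only wells, then curve-fitted and categorized by curve class.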
IL1B secr inh: inhibitors of inflammasome signaling (IL-1 beta secretion). 360,000 tested, 4.7% active. THP-1 LPS/ATP IL-1B secretion, AlphaLISA, 16 h; stronger effect = lower value. activity change, % at 57.5 µM; in the data active = activity change below about -50%; inconclusive = mostly about -30% to -49%; note: % is set by controls: 0 for no effect and ±100 for the full control effect
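Secreted IL-1B measured by AlphaLISA bead assay after 16 h compound exposure of THP-1 cells; compounds (final up to 57.5 uM) added 1 h before LPS (250 ng/mL) and ATP (1.25 mM) stimulation; lower signal means less secretion.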
DRD3 antagonist: D3 dopamine receptor (human) antagonism; D3R cells, DiscoveRx beta-arrestin luminescence, antagonist mode; stronger effect = lower value; AID 652054; max response, negative = inhibition, %; 360,000 tested, 2.5% active; P35462; in the data active = max response below about -50%; inconclusive = no clear call, values can overlap the other calls; note: % is set by controls: 0 for no effect and ±100 for the full control effect; mostly tested at two doses, the higher about 12 µM
Target sequence (P35462 whole entry, looked up): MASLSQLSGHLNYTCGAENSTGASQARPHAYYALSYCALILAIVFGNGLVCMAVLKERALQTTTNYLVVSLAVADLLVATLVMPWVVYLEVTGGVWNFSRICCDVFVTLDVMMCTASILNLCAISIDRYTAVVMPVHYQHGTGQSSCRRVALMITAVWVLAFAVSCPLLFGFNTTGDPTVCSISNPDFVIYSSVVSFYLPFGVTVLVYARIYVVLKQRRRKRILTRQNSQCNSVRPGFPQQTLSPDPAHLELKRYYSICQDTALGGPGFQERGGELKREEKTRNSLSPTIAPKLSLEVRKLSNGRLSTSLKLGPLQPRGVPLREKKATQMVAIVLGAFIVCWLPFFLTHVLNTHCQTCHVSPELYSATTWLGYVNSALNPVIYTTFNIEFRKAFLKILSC
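Cells plated overnight at 1500 cells/well, then exposed to library compounds with dopamine controls for 90 minutes at 37 degrees C. DiscoveRx reagent added for 30–60 minutes at room temperature; luminescence read, quantitative HTS format.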
SW480 rereplic: inducers of DNA re-replication in SW480 colon cancer cells | SW480 DNA re-replication, Hoechst DNA content imaging, 48 h | Potency, µM (series often up to 46.1 µM), inactives show top-dose re-replication activation, usual class: activators | 340,000 tested, 1.8% active | AID 624297; note: potency is the fitted concentration of half-maximal effect; % of control where 0% means no effect; nearly all actives have a fitted effect of over 55% in size
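First, 250 cells per well were seeded. Next, compound or vehicle (23 nL) was pinned in, plates sat 48 hr at 37 C. Finally Hoechst was added for 40 min before fluorescence scanning.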
D3 ag: activates the human D3 dopamine receptor; P35462; D3R DiscoveRx beta-arrestin cells, luminescence, 90 min; max activation, %; 410,000 tested, 0.58% active; AID 652048; in the data active = max activation above about 30%; note: 0% is about no effect; mostly tested at two doses, the higher about 12 µM
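Cells at 1500/well, incubated overnight, then treated with pinned compounds (dopamine as control) for 90 min at 37 degrees C. DiscoveRx reagent added for 30 - 60 minutes at room temperature; luminescence read.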
GLP1R ag: activates the human GLP-1 receptor; P43220; HEK293 GLP-1R CRE-luciferase, luminescence, 4-6 h; cells express a hypersensitive GLP-1R form; Potency, µM (highest dose often 45.6 µM), for inactives: at the top dose activation, actives largely listed as activators; 380,000 tested, 0.007% active; note: potency is the fitted concentration of half-maximal effect; % of control where 0% means no effect
Target sequence (P43220 whole entry, looked up): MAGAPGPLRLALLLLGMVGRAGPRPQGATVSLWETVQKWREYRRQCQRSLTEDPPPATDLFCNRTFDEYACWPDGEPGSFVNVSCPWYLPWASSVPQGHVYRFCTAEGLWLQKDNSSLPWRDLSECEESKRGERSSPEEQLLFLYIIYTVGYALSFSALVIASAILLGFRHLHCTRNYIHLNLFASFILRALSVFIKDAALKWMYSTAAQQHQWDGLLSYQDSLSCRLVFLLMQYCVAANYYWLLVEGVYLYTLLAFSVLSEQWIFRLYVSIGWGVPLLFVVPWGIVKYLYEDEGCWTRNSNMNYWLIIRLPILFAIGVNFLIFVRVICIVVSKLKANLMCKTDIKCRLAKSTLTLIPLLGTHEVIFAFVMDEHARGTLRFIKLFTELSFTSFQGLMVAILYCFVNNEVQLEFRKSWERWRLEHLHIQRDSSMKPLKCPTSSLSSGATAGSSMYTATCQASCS
KB-3-1 tox: kills parental KB-3-1 adenocarcinoma cells. KB-3-1 viability, CellTiter-Glo ATP luminescence, 72 h. Potency, µM (top dose mostly 46.1 µM), for the others: at the highest dose activity change, negative = cytotoxic, hits mostly cytotoxic. 400,000 tested, 1.4% active. AID 1347075; note: potency is the fitted concentration of half-maximal effect; % is set by controls: 0 for no effect and ±100 for the full control effect; nearly all actives have a fitted effect of over 60% in size
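KB-3-1 cells, DMEM (no phenol red) + 10% FBS; compound by pin transfer, 72 h, 37 °C. Readout: CellTiter-Glo luminescence after 10 min. Data normalized, curve-fitted.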
Active calls of the source: *; ? = inconclusive; . = not tested or not shown; [ ] = remark or other dose. Unless noted, calls come from the whole dose curve; as a rule, active = well fitted curve in the direction sought with a large enough effect; inconclusive = small, poorly fitted or top-dose-only effect, or another doubt; inactive = no such curve, though single readings can be large; an effect the other way counts as inactive or inconclusive. Not a hit list (roughly 12% active in at least one column).

SMILES	HT1080 IDH1KD tx	KB-V1 MDR tox	HT1080NT lethal	IL1B secr inh	DRD3 antagonist	SW480 rereplic	D3 ag	GLP1R ag	KB-3-1 tox
C/C(CC(=O)Nc1ccc(N(C)C)cc1)=N\NC(=O)c1ccccc1Cl	-1%	0%	-6%	-10	32	.	4	-1%	0%
COc1ccc(S(=O)(=O)NCCCN2CCOCC2)cc1F	13%	-2%	8%	9	-6	-12%	-18	0%	-9%
Cc1ccc(-c2nc(-c3ccccn3)no2)cc1[N+](=O)[O-]	-1%	-10%	-2%	3	19	-21%	-9	-2%	-18%
CCN(CC)CCC(=O)N1C/C(=C/c2ccccc2)C(=O)/C(=C\c2ccccc2)C1	2.9µM*	?	?	-99*	-1	?	-14	-11%	9%
Cn1c(=O)c(NCCc2ccccc2)c2c3c(cccc31)C(=O)c1ccccc1-2	-29%	-28%	-15%	-20	10	18µM*	7	8%	-3%
CCOC(=O)c1[nH]c(=S)[nH]c1C	7%	-4%	-1%	8	-8	0%	2	7%	-2%
CC(C)(C)NC(=O)Cn1c(=O)oc2ccc(Cl)cc21	10%	0%	-6%	-2	7	1%	2	-5%	3%
COc1ccc(-c2nn(C)c(=O)[nH]2)cc1	7%	-9%	15%	6	2	-6%	-9	0%	2%
NC(=O)NC(=O)CSc1nc2cc([N+](=O)[O-])ccc2n1-c1cccc(C(F)(F)F)c1	-15%	-28%	-27%	-16	-12	?	1	-7%	?
CCCn1c(SCCN2C(=O)c3ccccc3C2=O)n[nH]c1=O	-5%	5%	0%	-2	-2	-6%	0	-4%	1%
CCCC1Cc2c(sc3nc(SC)nc(N)c23)CO1 (stereo not drawn)	-3%	-8%	-1%	4	13	2%	-1	6%	-2%
CC1=C(C(=O)N(C)C)CC(CC(=O)NCCCN(C)C)C(=O)N1Cc1ccccc1 (stereo not drawn)	6%	-7%	1%	5	1	.	-8	6%	-10%
CSc1nnc(-c2sccc2OCc2ccccc2)n1C	-5%	-6%	0%	3	7	1%	-9	12%	0%
O=C(/C=C/c1cccs1)Nc1cccc(NC(=O)/C=C/c2cccs2)n1	-25%	23µM*	-10%	-4	8	-1%	-7	-17%	23µM*
CC(Sc1c[nH]c2ccccc12)C(=O)O (stereo not drawn)	5%[9.24 µM]	0%	0%	32	6	?	16	0%	-2%
O=C(CN1C(=O)COc2ccccc21)N1CCCc2ccccc21	-4%	?	-2%	0	-12	-8%	5	6%	-5%
COC(=O)c1ccc(CON2C(=O)c3ccccc3C2=O)cc1	8%	0%	16%	-13	16	-4%	0	0%	12%
COCCNC(=O)c1cc(-c2ccccc2C)nn1CC1CC(c2cccnc2)=NO1 (stereo not drawn)	10%	0%	0%	-2	-2	-3%	-4	7%	-3%
Oc1ccccc1-c1nc(NC2CCCC2)c2ccccc2n1	?	-17%	?	-12	34	-3%	2	9%	-3%
O=C(CN1C(=O)c2ccc([N+](=O)[O-])cc2C1=O)NC1CCS(=O)(=O)C1 (stereo not drawn)	0%	5%	-3%	11	?	-5%	-6	-7%	-9%
Oc1ccc2ccccc2c1CNc1ccccn1	13%	0%	6%	-5	-8	-12%	0	6%	-6%
O=C(C[C@@H]1C[C@H]2c3cc(NC(=O)Nc4ccccc4F)ccc3O[C@H]2[C@H](CO)O1)NCC(F)(F)F	-45%	-5%	-16%	-22	0	.	-3	-1%	2%
COCCN1CC(C(=O)N2CCC(Oc3ccccc3OC)CC2)CCC1=O (stereo not drawn)	-4%	.	0%	7	-3	-3%	-8	-9%	.
COc1cccc(/C=N/n2c(C)nc3ccccc32)c1OC	1%	12µM*	1%	-13	48	2%	10	?	-5%
CC1=C(C(=O)Nc2ccccn2)C(c2ccccc2)n2ncnc2N1 (stereo not drawn)	0%	16%	9%	32	26	-6%	0	-3%	11%
COc1ccc(-c2noc(-c3ccc(Br)o3)n2)cc1	-8%	17%	?	6	13	6%	1	-1%	0%
Cc1ccc(NC2SC(=O)N(Cc3cccc(C(=O)O)c3)C2=O)c(C)c1 (stereo not drawn)	3%	?	0%	14	11	-5%	-4	-3%	?
Cc1ccc(C(=O)CCC(=O)N2CCN(C/C=C/c3ccccc3)CC2)cc1	5%	?	6%	4	0	.	0	2%	-13%
O=C1C=C(c2ccc(C(=O)O)cc2)C[C@@H](c2ccc(Cl)cc2)C1	-9%	?	-2%	51	-14	?	-1	2%	14%
CCOc1ccc(C(=O)N2CCN(c3cnn(-c4ccccc4)c(=O)c3Cl)CC2)cc1	2%	-7%	-4%	-17	3	4%	4	-1%	-3%
CCN(CC)c1nc(-c2ccc(C(=O)NN)cc2)nc(-c2ccc(C(=O)NN)cc2)n1	-5%	0%	-11%	6	-11	-10%	0	17%	-5%
O=C(Nc1cc(S(=O)(=O)Nc2ccccc2Cl)ccc1O)c1cc2c(s1)CCCC2	2%	13%	0%	1	4	-11%	6	-6%	2%
O=C(CN1CCC(NC(=O)c2ccc(Br)cc2)CC1)NCc1cccs1	9%	-4%	-1%	-10	-2	?	0	2%	-4%
CCc1noc(C)c1C(=O)OCC(=O)Nc1ccccc1SC	2%	-28%	1%	15	4	-6%	6	10%	13%
O=C(OCc1c(-c2ccccc2)ncc2ccccc12)N1CCOCC1	6%	-2%	4%	?	8	-5%	4	-5%	4%
Cc1cc(C)cc(NS(=O)(=O)c2c(C)[nH]c(=O)[nH]c2=O)c1	9%	4%	6%	22	19	-11%	3	1%	8%
CCOc1ccc(NC(=O)c2[nH]c(C)c(C(C)=O)c2C)cc1	-4%	?	13%	7	21	-4%	-5	-2%	-6%
C=CCNC(=O)c1ccc(OC)cc1OC	8%	4%	5%	34	7	-9%	-2	-13%	4%
O=C(NCC(=O)N1CCCC(C(F)(F)F)C1)c1ccc(Oc2ccccc2)cc1 (stereo not drawn)	-1%	3%	6%	3	-1	2%	4	-3%	-16%
O=S(=O)(c1ccccc1)N1c2cc(Cl)ccc2Oc2nc3ccccc3nc21	-14%	-9%	-13%	-8	2	15%	-4	8%	-17%
O=C(Nc1cccc(-n2cnnn2)c1)c1cc2ccccc2o1	22%	-4%	21%	-29	-25	-4%	-11	-1%	-8%
CCCC/C(C)=N\NC(=O)CNS(=O)(=O)c1ccc([N+](=O)[O-])cc1	21%	?	27%	14	0	-6%	2	-3%	0%
COc1ccc2c(-c3ccccc3)cc(N3CCOCC3)nc2c1	-16%	0%	-25%	-10	-22	1%	-8	10%	-22%
O=C(NCc1cccs1)c1nc2ncccn2n1	9%	0%	12%	11	18	-2%	8	-9%	2%
O=C(O)CN1C(c2ccccc2O)Nc2ccc(Br)cc2C1c1ccccc1 (stereo not drawn)	2%	-1%	0%	24	3	-13%	0	0%	-15%
O=C(NCc1ccccn1)c1ccc2c(c1)N(Cc1ccccc1)CCS2	-28%	9%	-15%	-24	-30	-4%	0	8%	-6%
CC(=O)Nc1ccc(S(=O)(=O)N2CCC(C(=O)NCCC(=O)Nc3ccccc3)CC2)cc1	-2%	9%	6%	-10	-2	-1%	-15	-5%	1%
C[C@@H]1CN([C@H](C)CO)S(=O)(=O)c2ccc(Br)cc2O[C@H]1CN(C)C(=O)C1CCCCC1	-11%	-5%	-12%	11	-74*	.	4	-4%	?
COc1ccc(NC(=O)c2cc(-c3ccccc3Cl)no2)cc1	-4%	4%	1%	-16	-9	2%	-9	5%	?
Cc1ccccc1C(=O)NC(CC(C)C)C(=O)OCC(=O)c1c(N)n(C)c(=O)n(C)c1=O (stereo not drawn)	0%	-10%	0%	59	-7	-23%	-1	5%	-4%
O=C(O)CCN1C(=O)CC(N2C(=O)/C(=C/c3ccc(Cl)cc3)SC2=S)C1=O (stereo not drawn)	-20%	-22%	-13%	6	0	-5%	31*	-2%	15%
Cc1cccc(NC(=O)COC(=O)Cc2cccs2)c1C	7%	?	3%	-1	8	-5%	3	-12%	18%
CN(c1ccccc1)S(=O)(=O)c1cccc(NC(=O)Cn2cnc3c2c(=O)n(C)c(=O)n3C)c1	-2%	?	-12%	8	0	3%	-3	0%	?
COCCNC(=O)C(c1ccc(C)cc1)N(CCOC)C(=O)CCC(=O)Nc1nccs1 (stereo not drawn)	0%	-4%	1%	-1	14	1%	2	7%	3%
CSc1ccc(C(=O)C2CCCN(C(=O)Cn3cnnn3)C2)cc1 (stereo not drawn)	3%	.	0%	5	-7	-5%	0	-9%	.
O=C(Cn1nnc(-c2cccc(C(F)(F)F)c2)n1)NC(=O)NCc1ccco1	-8%	-3%	-11%	0	-24	-2%	-4	-16%	0%
Cc1ccc(-c2cc(C(=O)NCc3ccco3)c3ccccc3n2)s1	9%[9.24 µM]	?	?	-23	-25	10%	-9	-10%	4%
CCCn1c(=N)c(C(=O)NCC2CCCO2)cc2c(=O)n3cc(C)ccc3nc21 (stereo not drawn)	.	-8%	.	.	.	.	-3	2%	30%
Cc1cccc(-n2nc3c(c2NC(=O)c2ccc(Br)o2)CSC3)c1C	8%	12%	-1%	-11	15	-4%	10	-7%	-1%

An excerpt from above in order of count of non-hydrogen atoms, lowest first:
SMILES	HT1080 IDH1KD tx	KB-V1 MDR tox	HT1080NT lethal	IL1B secr inh	DRD3 antagonist	SW480 rereplic	D3 ag	GLP1R ag	KB-3-1 tox
CCOc1ccc(NC(=O)c2[nH]c(C)c(C(C)=O)c2C)cc1	-4%	?	13%	7	21	-4%	-5	-2%	-6%
CCCC/C(C)=N\NC(=O)CNS(=O)(=O)c1ccc([N+](=O)[O-])cc1	21%	?	27%	14	0	-6%	2	-3%	0%
CCCn1c(=N)c(C(=O)NCC2CCCO2)cc2c(=O)n3cc(C)ccc3nc21 (stereo not drawn)	.	-8%	.	.	.	.	-3	2%	30%
